Assay outcomes as filed in PubChem.
Dynein cargo inh: dynein cargo transport inhibition | 3617.4 mouse cells, GR-EGFP nuclear translocation imaging; test concentration mostly 20 µM; stimulated with dexamethasone, 1 µM; hits give low values | z-score, hits read low | hit rate 0.47% among 220,000;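 active means plate z-score of nuclear minus cytoplasmic receptor signal below a set negative limit, without overly bright fluorescence or cell loss, cut at about -3.5 in these data, passing the limit was not always enough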;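 further: z-score of nuclear minus cytoplasmic ring GR-EGFP intensity difference per well; some compounds called inactive have numbers as strong as hits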
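Buffer or medium: tet-free medium with charcoal-stripped serum / Also added: dexamethasone agonist, 1.0 µM final, for 30 min / Timing: induction 48 h, compound 1 h, agonist 30 min / Measured by: high-content fluorescence imaging after fixation / Read-out: nuclear-to-cytoplasmic GR-EGFP distribution per well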
Autophagy mod: modulators of autophagy; MEF GFP-LC3 puncta imaging; test concentration mostly 10 µM; calls only at 10 µM (by protocol); hit rate 0.98% among 190,000; AID 463193;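 active means percentage of spot-positive cells more than 3 SD above its plate mean, without a fluorescence outlier flag or 80% toxicity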;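 further: spot-positive cell cutoff set from DMSO-treated cells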
T cell HTS: T cell immune modulation candidate; 2C CD8+ T cell-vesicle binding, flow cytometry; hits give low values; AID 2052; hit rate 0.068% among 330,000; calls only at 7 µM;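 active means response, share of CD8 T cells binding vesicles, and their 90th percentile fluorescence all below set limits, cut at about 80% in these data, passing the limit was not always enough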
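Material: murine 2C transgenic CD8+ T lymphocytes / Also added: QL9-peptide-loaded Drosophila micro-vesicles bearing Ld, ICAM-1 and B7-1 / Schedule: binding step 1.5 h, 37 °C, antibody labelling 20 min, ice / Signal: flow cytometry, PE anti-B7-1 (FL2) versus Alexa647 anti-CD8 (FL8), PFA-fixed / Evaluation: percent CD8+ FL2 mean versus row control / Benchmarks: naked versus QL9-loaded vesicles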
PhoP inhibition: PhoP-dependent GFP reporter repression – Salmonella Typhimurium, primary screen (AID 1863) | S. Typhimurium PhoP-regulated promoter GFP reporter, 4 h; higher % means a stronger effect | inhibition, % at 50 µM, or IC50 in µM where a hit was titrated | hit rate 0.16% among 300,000;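 active means inhibition over 29.93%, a cutoff 3 SD above the screen mean, later confirmed by dose response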;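 further: 0% = low Mg2+ inducing control and 100% = high Mg2+ repressing control; strong numbers were not always called active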
CSM14.1 death rescue: protection against thapsigargin-triggered cell killing – 384-well, CSM14.1, ATP luminescence, primary screen (AID 1222). cellular ATP content (survival), % at 20 µM, or EC50 in µM where a hit was titrated. 190,000 tested, under 10 active. CSM14.1 thapsigargin-induced death rescue, ATP luminescence; higher % means a stronger effect;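 active means EC50 below 50 µM in the dose-response confirmation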;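 further: death triggered by thapsigargin at about 15 µM added after 2 h compound pretreatment; cell ATP read after overnight thapsigargin exposure of roughly 18 to 22 hours; normalized against plate controls of thapsigargin alone and 5% DMSO vehicle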
Insulin prom up: MIN6 insulin promoter up-regulation; MIN6 insulin promoter-GFP reporter, high-content imaging; hits give high values; z-score at 5 µM; hit rate 0.3% among 190,000;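 active means z-score above 3 at 5 µM with at least 500 cells counted in the well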
MT stabilize HCS: microtubule stabilizers in HeLa cells; HeLa tubulin immunostaining HCS, 24 h; share of cells brighter than vehicle mean+2SD; % tubulin-high responders, % at 10 µM; hit rate 0.83% among 200,000; AID 2205;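 active means plate Z-score above 3 for both tubulin-high and condensed-nucleus cell shares, with cell loss under 80%, at 10 µM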;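 further: anti alpha tubulin signal scored within the nucleus-defined area of each cell; some results filed as inactive read as strong as hits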
b-catenin transl: alters nuclear translocation of beta-catenin in HeLa cells; immunofluorescence imaging; nuclear translocation activity, % at 5 µM; hit rate 0.3% among 190,000; AID 1665;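 active means nuclear translocation activity above 50% at 5 µM, with a well cell count of 50 or more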;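 further: per-cell ratio of nuclear to cytoplasmic median beta-catenin stain intensity; plate controls were DMSO negative control for no effect and GSK-3 inhibitor IX positive control for full effect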
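Assay system: human HeLa cells, native beta-catenin; doses: 5 µM primary, 0.02–20 µM confirmation; incubation: compound treatment 24 h, 37°C, 5% CO2; technique: fluorescence imaging of beta-catenin antibody stain plus DAPI; measure: % activation, nuclear-to-cytoplasmic median beta-catenin signal ratio per cell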
Lipid droplet: modulators of hepatic lipid droplet formation. hit rate 0.4% among 240,000. AML12 mouse hepatocytes, oleate lipid droplets, BODIPY imaging. inhibition, % at 6.5 µM;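 active means lipid droplet intensity inhibited by at least 50%, with more than 500 cells counted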
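Technique: fluorescence imaging, 20x objective, two fields per well / Assay system: AML12 hepatocytes (mouse) / Measure: % inhibition of lipid droplet signal / Doses: 6.5 µM single-point dosing / Incubation: overnight exposure / Reagent: 100 µM oleic acid challenge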
Dynein cargo inh cytoplasmic EGFP: further read-out of Dynein cargo inh, marked with its call; z-score; measured here: cytoplasmic GR-EGFP intensity; hits give high values
Dynein cargo inh nuclear GR-EGFP: second read-out of Dynein cargo inh, no call of its own (marks repeat the call); z-score; measured here: nuclear GR-EGFP intensity;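 lower value marks the stronger effect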
Dynein cargo inh cell count: also measured in Dynein cargo inh; calls as there; z-score; measured here: cell count per field
Insulin prom up cell count: second read-out of Insulin prom up, no call of its own (marks repeat the call); cell count; measured here: cytotoxicity, nuclei count;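 total cells summed across four imaged fields per well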
Lipid droplet cells 6.5 µM: further read-out of Lipid droplet, marked with its call; cell count; measured here: cell count, cytotoxicity flag;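 cells counted across two imaged fields per well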
b-catenin transl cell count 5 µM: second read-out of b-catenin transl, no call of its own (marks repeat the call); cell count; measured here: cell count, cytotoxicity flag
T cell HTS vesicle-bound %: also measured in T cell HTS; calls as there; double positive events, %; measured here: CD8+ vesicle-bound cell fraction;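 binding gate set so that unloaded-vesicle control wells show 10% double positive cells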
MT stabilize HCS Hoechst-high %: also measured in MT stabilize HCS; calls as there; % Hoechst-high responders; measured here: nuclear condensation Hoechst responders;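 share of cells brighter than vehicle mean plus two SD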
MT stabilize HCS cytotoxicity %: further read-out of MT stabilize HCS, marked with its call; toxicity, %; measured here: cytotoxicity by cell density;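 0% = mean cell density of plate MIN control wells and 100% = no cells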
Autophagy mod cell loss 18 h: second read-out of Autophagy mod, no call of its own (marks repeat the call); toxicity, %; measured here: cell loss, nuclei count;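 cell loss after 18 h compound exposure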
* = called active by the depositor; i = inactive; x = not tested or not shown.

| structure | Dynein cargo inh | Dynein cargo inh cytoplasmic EGFP | Dynein cargo inh nuclear GR-EGFP | Dynein cargo inh cell count | Autophagy mod | Autophagy mod cell loss 18 h | T cell HTS | T cell HTS vesicle-bound % | PhoP inhibition | CSM14.1 death rescue | Insulin prom up | Insulin prom up cell count | MT stabilize HCS | MT stabilize HCS Hoechst-high % | MT stabilize HCS cytotoxicity % | b-catenin transl | b-catenin transl cell count 5 µM | Lipid droplet | Lipid droplet cells 6.5 µM |
| --- | --- | --- | --- | --- | --- | --- | --- | --- | --- | --- | --- | --- | --- | --- | --- | --- | --- | --- | --- |
| O=C(NCCC(=O)N1CCN(c2ncccn2)CC1)c1ccccc1 | 0.64 | -0.22 | 0.42 | -0.5 | i | 19 | i | 49 | -9% | -3.1% | -0.16 | 1140 | 4.9 | 2.7 | 5.9 | 0.4 | 1201 | -1 | 774 |
| O=C(NCN1CCN(c2ccccn2)CC1)c1cnccn1 | -0.7 | -0.23 | 0.076 | 0.48 | i | -6 | i | 14 | 4% | 4.9% | 0.09 | 1218 | 3.8 | 2.2 | 3.5 | -0.7 | 1213 | 2 | 742 |
| Cc1ccc(NC(=O)c2ccc(OC(=S)N3CCOCC3)cc2)cc1 | -0.71 | -0.22 | 0.19 | 1.1 | i | -1 | i | 4 | -2% | -1.3% | 0.92 | 1222 | 2.8 | 1.4 | 4.0 | 1.7 | 1415 | x | x |
| CCOC(=S)SCC(=O)Nc1ncc(C)s1 | -4.1* | 0.23* | -1.4* | 0.37* | x | x | i | 26 | 19% | x | 0.46 | 1280 | x | x | x | -4.7 | 1136 | -20 | 668 |
| Cc1cccc(C)c1Nc1nnc(SCC(=O)c2ccc(Br)s2)s1 | 0.17 | -0.15 | 0.14 | -0.65 | i | 11 | i | 20 | 7% | 19% | -0.16 | 2245 | 4.7 | 1.5 | 9.5 | 1.2 | 946 | -27 | 516 |
| Oc1ccccc1C1=Nc2ccccc2N=C(c2ccco2)C1 | i | x | x | -6.1 | i | 0 | i | 58 | -12% | 3.4% | 0.25 | 1263 | 2.1 | 2.7 | 3.8 | x | x | -16 | 726 |
| NS(=O)(=O)c1cccc(NC(=O)CCS(=O)(=O)c2ccc(Cl)cc2)c1 | -0.041 | -0.21 | -0.26 | 0.27 | i | 15 | i | 36 | 7% | 1.7% | x | x | 2.2 | 1.4 | 7.8 | -0.3 | 1582 | 3 | 700 |
| O=C(/C=C/c1ccc(F)cc1)NC(Cc1c[nH]c2ccccc12)C(=O)O (stereo unspecified) | 0.72 | -0.28 | 0.48 | -0.51 | i | 18 | i | 65 | -1% | 2.8% | -0.01 | 1298 | 2.3 | 1.9 | 1.4 | -1.4 | 1092 | -2 | 679 |
| COc1ccc(-c2noc(-c3ccccc3Cl)n2)cc1OC | 0.58 | -0.23 | 0.54 | 0.29 | i | -2 | i | 24 | -4% | -5.0% | 1.7 | 1497 | 2.0 | 0.7 | 4.1 | 0.2 | 914 | -7 | 603 |
| N#Cc1cc(-c2ccccc2)oc1/N=C/c1ccccc1O | 3.7 | -0.07 | 1.5 | -2.1 | i | -2 | i | 30 | 24% | 0.9% | 1 | 1809 | 1.5 | 0.8 | 2.6 | 3.9 | 1015 | -1 | 661 |
| COc1ccccc1-c1cn[nH]c1-c1ccc(OCc2ccc([N+](=O)[O-])cc2)cc1O | -0.15 | -0.025 | 0.38 | -0.66 | x | x | i | 43 | -6% | x | -0.01 | 1087 | x | x | x | -0.8 | 1364 | -5 | 681 |
| CCCc1nc2c([nH]1)c(=O)n(C)c(=O)n2C | -0.47 | -0.24 | -0.27 | 0.32 | x | x | i | 54 | 3% | x | 0.19 | 1423 | x | x | x | -5.7 | 1183 | 7 | 842 |
| CC(=O)NNc1nc(-c2ccccc2)cs1 | -0.68 | -0.098 | -0.23 | 0.72 | i | -6 | i | 19 | -6% | -1.5% | 0.24 | 1253 | 1.9 | 1.1 | 5.3 | 0.4 | 883 | 1 | 731 |
| O=C(NC1CCCCC1)C(Cc1ccccc1)NS(=O)(=O)c1cccs1 (stereo unspecified) | -0.94 | 0.16 | -0.17 | 0.65 | i | -3 | i | 26 | -7% | -0.8% | 0.68 | 945 | 1.8 | 1.3 | 9.5 | x | x | -46 | 749 |
| CC(C)(C)NC(=O)CN(C(=O)CS(=O)CC(=O)Nc1ccc(F)cc1)c1ccc(F)c(Cl)c1 (stereo unspecified) | -0.045 | -0.19 | 0.17 | 0.031 | i | -3 | x | x | -1% | -1.8% | 0.19 | 1338 | 4.4 | 3.0 | 6.6 | -3.5 | 878 | x | x |
| CCOc1ccc(C(=O)Nc2nncs2)cc1OCC | 1.2 | -0.44 | 0.7 | 0.26 | i | 79 | i | 19 | 3% | -0.7% | 0.45 | 1888 | 4.3 | 3.2 | 18 | -0.4 | 1067 | -20 | 687 |
| CC(C)(C)NC(=S)N/N=C/c1cccnc1 | -0.48 | -0.29 | 0.096 | 1.5 | x | x | i | 35 | -1% | x | 0.3 | 1048 | x | x | x | -0.8 | 1356 | 3 | 775 |
| CCN(CC)c1ccc(NC(=O)Nc2ccccc2C(F)(F)F)cc1 | -0.12 | 0.14 | -0.12 | -0.24 | i | 10 | i | 27 | 11% | -2.4% | -0.66 | 1061 | 1.6 | 1.2 | 4.1 | 0.9 | 1385 | x | x |
| CCOc1c(N2CC(C)OC(C)C2)c(=O)c1=O (stereo unspecified) | 0.16 | -0.24 | 0.61 | -0.29 | x | x | i | 35 | -2% | x | -0.23 | 1109 | x | x | x | -0.5 | 1332 | 15 | 707 |
| O=C(c1ccc(S(=O)(=O)NCc2ccco2)cc1)N1CCN(Cc2ccc3c(c2)OCO3)CC1 | 0.1 | -0.076 | 0.35 | -1.4 | i | -1 | i | 39 | -6% | 4.0% | 0.2 | 1158 | 3.2 | 2.5 | 13 | -2.9 | 1131 | 15 | 708 |
| CCCOc1nc2c(c(=O)n(C)c(=O)n2C)n1C | -0.54 | -0.12 | -0.27 | 0.58 | x | x | i | 56 | -2% | x | 0.01 | 1344 | x | x | x | -4.3 | 1273 | 4 | 699 |
| Cc1cc(-c2ccccc2)n(-c2ccc(C(=O)N3CCN(c4ncccn4)CC3)cc2)n1 | -0.51 | -0.15 | -0.00012 | -0.42 | i | -15 | i | 18 | -3% | x | -0.82 | 1292 | 2.2 | 1.5 | 16 | 0.2 | 1198 | -2 | 651 |
| COc1ccc(-c2noc(CCC(=O)N3CCN(Cc4ccccc4)CC3)n2)cc1 | -0.59 | -0.14 | -0.012 | 0.56 | i | -8 | i | 50 | 9% | -1.3% | 0.14 | 817 | 0.9 | 1.1 | 8.3 | x | x | 3 | 706 |
| Cc1ccc(-c2c3c(=O)n(C)c(=O)n(C)c3cn2N2CCOCC2)cc1 | 1.2 | -0.27 | 0.9 | -1.3 | i | -8 | i | 51 | -3% | -2.4% | -0.53 | 1329 | 3.7 | 2.1 | 7.5 | -8.8 | 1256 | 7 | 786 |
| N#C/C(=C\c1ccc(O)c(O)c1)C(=O)N1CCCC1 | 0.63 | 0.71 | 1.4 | -0.61 | i | 1 | i | 29 | -5% | -3.1% | -0.27 | 1221 | 0.2 | 2.7 | 6.4 | -0.7 | 1062 | 12 | 704 |
| O=C(OCC(=O)N1N=C(c2ccc(Cl)cc2)CC1c1ccco1)c1ccco1 (stereo unspecified) | -0.62 | 0.56 | 0.08 | 0.067 | i | -3 | i | 54 | -4% | -0.8% | -0.18 | 1255 | 0.3 | 3.6 | 1.9 | -3.9 | 1114 | 12 | 703 |
| CC(C)(C)C1CCC2(CC1)CC(=O)c1ccccc1O2 (stereo unspecified) | -0.13 | -0.85 | -0.019 | 0.52 | x | x | i | 37 | -2% | x | -0.04 | 1019 | x | x | x | -1.4 | 1191 | x | x |
| O=C(O)CCc1nn2c3ccccc3n(CC(=O)c3ccccc3)c2nc1=O | 2.4 | 0.23 | 2.1 | -1.9 | i | -11 | i | 46 | 36% | -0.4% | -0.67 | 931 | 1.8 | 1.4 | 11 | x | x | 13 | 789 |
| CC(C(=O)Nc1ccccc1)N(C)CCOc1ccc(Br)cc1 (stereo unspecified) | -0.25 | -0.27 | -0.19 | 0.74 | i | 6 | i | 65 | -11% | x | 1.2 | 1224 | 3.0 | 2.5 | 8.7 | 1.8 | 1021 | 1 | 716 |
| CCc1nc(NCc2ccco2)c2oc3ccccc3c2n1 | -0.69 | 0.2 | -0.15 | 0.42 | i | 9 | i | 10 | 2% | 0.9% | x | x | 2.0 | 1.5 | 9.6 | -1.2 | 1119 | 7 | 773 |

Random draw from the library; about 3% have a hit in one of these screens.
